Source: PubChem BioAssay (several laboratories)
MITF TRPM1 inh: inhibitors of MITF-driven TRPM1 promoter in melanoma cells; inhibition, % at 12.5 µM; SK-MEL-5 TRPM1 promoter luciferase, 24 h; hit rate 0.83% among 330,000;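 active = mean inhibition across replicates of 60% or more, whatever share of single replicates reaches that level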; also: values of inactives mirror those of a sister screen read the other way
HIF-2a inh: blocks HIF-2a reporter activity. hit rate 0.72% among 360,000. inhibition, % at 18.8 µM. 786-0 RCC cells HIF-2a reporter, luciferase luminescence, overnight;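 active = inhibition of the luminescence signal of 40% or more relative to plate controls, in a single-dose primary screen at 18.75 µM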
Shn3 inh set2: inhibitors of Schnurri-3 3'UTR reporter in osteoblasts. hit rate 0.52% among 360,000. inhibition, % at 12.5 µM. Clone20 osteoblast Shn3 3'UTR firefly luciferase, 24 h;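 active = mean inhibition of at least 75% with every replicate also reaching 75%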;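 also: 0% = median of neutral control wells and 100% = pilot-screen positive control compound; some compounds past the cut are filed as inactive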
Vif inh: inhibitors of HIV Vif | HEK293T cells, Vif self-association by quenched fluorescence, imaging, 24 h | inhibition, % at 7.49 µM | hit rate 0.35% among 340,000; in the data active = inhibition above about 50%, passing the limit was not always enough; also: some results filed as inactive read as strong as hits
NR2E3 ag-1: activates human NR2E3 receptor; inhibition of corepressor binding, % at 3.98 µM; hit rate 0.35% among 360,000; AID 602229; Q9Y5X4; CHO-S Gal4-NCOR/VP16-NR2E3 two-hybrid, luciferase;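 active = inhibition above the mean of all tested compounds plus 3 SD, cut at about 70% in these data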;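 also: 0% = DMSO with NR2E3 transfected cells and 100% = cells lacking NR2E3 construct; higher means lower luciferase signal from less NR2E3 corepressor binding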
Target sequence (Q9Y5X4 whole entry, looked up, the tested form may be a part): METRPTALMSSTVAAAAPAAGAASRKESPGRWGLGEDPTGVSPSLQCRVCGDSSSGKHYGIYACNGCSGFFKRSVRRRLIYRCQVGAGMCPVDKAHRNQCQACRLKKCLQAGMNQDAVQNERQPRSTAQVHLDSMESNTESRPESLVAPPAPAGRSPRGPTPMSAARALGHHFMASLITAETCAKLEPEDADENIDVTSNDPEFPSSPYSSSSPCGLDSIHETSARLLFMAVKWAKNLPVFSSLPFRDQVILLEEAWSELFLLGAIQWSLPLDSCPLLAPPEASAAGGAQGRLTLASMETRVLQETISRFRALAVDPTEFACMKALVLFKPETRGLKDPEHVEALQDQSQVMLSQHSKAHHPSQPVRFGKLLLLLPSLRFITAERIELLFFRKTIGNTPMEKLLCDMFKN
KKLEB tox: CF airway cell cytotoxicity counter-screen | KKLEB CF airway cells viability, ATPlite luminescence, overnight; stronger effect = lower value; cells stimulated with P. aeruginosa culture filtrate | activity change (cytotoxicity), % at 5 µM | hit rate 0.36% among 360,000;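 active = corrected activity change at or below -50% at 5 µM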
PDI inh: blocks human protein disulfide isomerase activity. PDI insulin aggregation turbidity, A650, 90 min. hit rate 0.052% among 350,000. inhibition, % at 10 µM. P07237;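 active = mean inhibition across replicates of 30% or more, whatever share of single replicates reach that level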;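 also: absorbance from insulin aggregation driven by PDI reduction with DTT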
Target sequence (P07237 whole entry, looked up): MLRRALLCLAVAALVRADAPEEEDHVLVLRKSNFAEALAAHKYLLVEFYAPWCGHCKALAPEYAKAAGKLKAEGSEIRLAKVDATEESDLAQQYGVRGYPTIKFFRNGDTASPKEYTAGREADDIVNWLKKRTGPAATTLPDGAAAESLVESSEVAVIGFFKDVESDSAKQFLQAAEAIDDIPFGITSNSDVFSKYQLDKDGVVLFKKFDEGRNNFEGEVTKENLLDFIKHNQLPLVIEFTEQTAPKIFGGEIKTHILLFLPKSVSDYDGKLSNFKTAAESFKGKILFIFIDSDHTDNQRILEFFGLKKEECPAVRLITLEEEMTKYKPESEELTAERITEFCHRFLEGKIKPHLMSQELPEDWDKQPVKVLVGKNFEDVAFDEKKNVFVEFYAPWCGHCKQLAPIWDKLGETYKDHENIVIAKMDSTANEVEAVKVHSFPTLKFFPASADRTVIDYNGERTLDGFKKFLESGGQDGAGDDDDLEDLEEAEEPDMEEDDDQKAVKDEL
NR2E3 ag-2: NR2E3 (human) agonism | Q9Y5X4 | GST-NR2E3/biotin-RetCOR TR-FRET, 1536-well | inhibition of corepressor binding, % at 4.78 µM | hit rate 0.12% among 320,000 | AID 2300;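 active = percent inhibition above the cutoff of mean plus 3 SD of all tested compounds, set per screening campaign, cut at about 20% in these data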;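 also: 0% = DMSO wells and 100% = biotin wells as full block of FRET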
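System: GST-NR2E3 and biotin-RetCOR proteins; probe or stimulus: 7 nM biotin-RetCOR; doses: compound at 4.8 µM, single dose; schedule: Compound–protein incubation for 5 h at 4 °C; detection: time-resolved FRET; read-out: percent inhibition; controls: biotin wells as high control, 0.6% DMSO wells as low control; format: 1536-well plates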
Peg3 promoter: Peg3 promoter activity inhibition | HeLa PEG-Prom luciferase reporter, luminescence, overnight | inhibition, % at 20 µM | hit rate 1.7% among 360,000;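 active = inhibition of at least 50% at 20 µM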
CF NFkB block: inhibitors of cystic fibrosis induced NF-kB; KKLEB NF-kB-GFP reporter, PAF-induced, GFP fluorescence overnight; inhibition, % at 5 µM; hit rate 0.86% among 360,000; AID 588850;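 active = at least 50% inhibition at 5 µM, scaled per plate between neutral and stimulator controls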;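 also: PAF is a Pseudomonas aeruginosa culture filtrate used as stimulus; plate controls were PAF-stimulated DMSO wells for no effect and unstimulated DMSO wells for full effect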
CaV13 ICDI inh: Primary screen for inhibitors of IQ motif and Ca2+-dependent inactivation inhibitor domain binding in CACNA1D, Förster resonance energy transfer in living cells, …. HEK cells, CFP/YFP FRET ICDI-IQ, plate reader, 10 min; percent FRET-ratio fall versus neutral wells. inhibition, % at 12.3 µM. hit rate 0.098% among 340,000. AID 743397;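 active = mean replicate inhibition of at least 30% and at least 1% of replicates passing that level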;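 also: 0% = median of the neutral control wells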
Starred values were filed as active, the others as inactive; / = not tested or not shown.

SMILES	MITF TRPM1 inh	HIF-2a inh	Shn3 inh set2	Vif inh	NR2E3 ag-1	KKLEB tox	PDI inh	NR2E3 ag-2	Peg3 promoter	CF NFkB block	CaV13 ICDI inh
C#CCN(C[C@@H]1[C@@H](OC(=O)NCc2ccco2)[C@@H](OC(=O)NCc2ccco2)Cn2c(=O)n(CCCCCC)c(=O)n21)S(=O)(=O)c1ccc(C)cc1	/	-1	27	-2	4	7	2	/	-10	28	-5
Cc1ccc(-n2nc3c(=O)n(CCCC(=O)NCCc4ccccc4)nc(C)c3c2C)cc1	16	11	18	-2	18	15	11	0	10	7	-7
CCNC(=S)NN=C1CCC(C(C)(C)C)CC1 (configuration not stated)	-4	-1	3	7	-17	-11	8	-3	-2	17	-5
CCOCCCNC(=O)c1ccc(NC(C)=O)cc1	-1	-4	3	7	11	6	-3	3	-8	-7	/
CCOc1ccc(C(=O)Nc2nnc(NC(=S)Nc3ccccc3)s2)cc1	-46	-112	-17	-1	-82	-23	-1	-7	-60	1	-16
Cc1cc2ccccc2c(=O)n1CC(=O)Nc1ccc2c(c1)OCCO2	-3	4	7	/	-9	-6	10	2	3	5	/
COc1ccc(-c2cc(C#N)nc(N3CCN(c4ccccc4)CC3)n2)cc1	-10	17	11	/	-20	-2	0	-4	29	15	-2
CCCCNC(=O)c1ccccc1C(=O)NC1(C(=O)NCCCC)CCCC1	-14	2	-6	-1	-28	2	3	/	5	-13	-10
C#Cc1ccc([C@H]2C=C(C(=O)N3CCOCC3)O[C@@H](OCC)[C@@H]2CCCO)cc1	10	21	-3	-2	14	-2	-17	3	9	11	-12
COc1ccc(C(=O)N/N=C/c2ccc(SC)cc2)cc1	-3	-85	-10	0	-14	3	-1	0	-95	5	-3
COc1ccc(-c2csc(N(C)C(=O)c3ccco3)n2)cc1	-75	-294	-48	-3	-105	4	-1	-3	-287	-1	-2
COc1ccc(Nc2nnc(SCC(=O)c3cc(C)n(CC4CCCO4)c3C)s2)cc1 (configuration not stated)	-15	-120	-2	-4	-46	-9	3	-1	-110	15	-3
CC(=O)c1cccc(N(CC(=O)NC2CCCCC2)C(=O)c2csnn2)c1	9	12	-13	9	-16	12	1	0	-2	-10	-3
Cc1nc2ccccc2c2oc(C(=O)NCCCN3CCCC3=O)cc12	/	5	7	2	-3	2	/	2	5	10	-2
C/C(=N\NS(=O)(=O)c1ccc(Cl)c([N+](=O)[O-])c1)c1ccc(C)o1	-10	16	-26	4	1	3	0	0	1	-6	/
CCN(CC)CCNc1ncnc2c1sc1nc(N3CCOCC3)c3c(c12)CCCC3	77*	8	3	-21	27	-19	-4	-4	100*	12	-6
CC(=O)c1c(C)[nH]c(C(=O)Nc2cccc(S(=O)(=O)N3CCCC3)c2)c1C	-2	-68	-31	0	-6	-8	-3	/	-28	-74	-16
CC(C)(C)n1ncc2c(=O)n(CC(=O)Nc3ccc4c(c3)OCCO4)cnc21	-5	-9	3	-5	8	-7	1	-1	4	-2	-4
CCCCCOc1ccc(Cn2ccnc2)cc1[N+](=O)[O-]	-20	-121	0	-63	-30	-7	8	-3	-104	6	-3
Cc1ccc(/C=C2\SC(=S)N(CCC(=O)NNS(=O)(=O)c3ccccc3)C2=O)cc1	18	32	-4	-7	19	1	6	-23	-52	14	-3
COc1ccc(C(=O)Nc2ccccc2[N+](=O)[O-])cc1S(=O)(=O)N1CCOCC1	16	31	-6	34	15	-3	-7	/	15	44	/
O=C(Nc1cccc(C(F)(F)F)c1)C1CCCN(c2ncccn2)C1 (configuration not stated)	7	-14	10	-4	-6	4	-5	4	12	9	-9
CCC(C)NC(=O)c1cn(C)c(=O)c2cc(OC)c(OC)cc12 (configuration not stated)	4	7	7	11	-1	5	-2	-1	3	4	-4
Cc1ccn2c(=O)nc(SCC(=O)Nc3cccc4ccccc34)nc2c1	13	14	-11	-2	1	2	-14	0	5	-23	-6
Cc1ccc2nsnc2c1N(S(C)(=O)=O)S(C)(=O)=O	-1	12	-3	-4	0	-1	-2	0	0	-6	-4
COCCN(Cc1cc2cc3c(cc2nc1Cl)OCO3)C(=O)c1cccc(C)c1	10	1	41	-18	-20	-10	0	2	10	20	-5
Cn1cc(CCC(=O)N2CCCC(Nc3ccc(F)cc3)C2)cn1 (configuration not stated)	2	8	6	4	-6	-1	-2	4	9	25	-8
COC(=O)c1cc(S(=O)(=O)NCC(C)c2ccccc2)c[nH]1 (configuration not stated)	/	-7	-5	-3	-15	3	5	/	5	-20	-7
C[C@H](CO)N1C[C@H](C)[C@@H](CN(C)C(=O)Nc2ccc(C(F)(F)F)cc2)Oc2ccc(NC(=O)Nc3ccccc3)cc2C1=O	7	9	3	/	0	6	-5	/	9	-10	-6
O=C(COc1ccc(Cl)cc1)Nc1cc2c3c(c1)CC(=O)N3CCC2	-2	-9	0	-21	6	-4	4	1	0	24	-7
CC1(C)Cc2ccccc2-c2nnc(SCc3ccc(C#N)cc3)n21	-5	-12	11	-19	5	-3	1	0	-6	-5	-5
COC(=O)c1nn(-c2ccccc2)c(Cl)c1/C=N/OCc1ccc(C)cc1	3	-9	0	/	-34	-3	-3	0	-3	4	0
Cc1cc([N+](=O)[O-])ccc1NC(=O)c1cc2ccccc2o1	-68	-307	-83	-5	-77	9	-4	1	-177	-25	3
COc1cc(C(=O)OCCCN2CCOCC2)ccc1O	-15	-19	-10	8	-19	-1	11	3	-11	2	-7
Cc1ccc(CN2C(=O)CCC2C(=O)NCc2cccnc2)cc1 (configuration not stated)	-7	12	-14	0	-12	1	-3	0	-3	-13	-5
COc1ccc(C(=O)CSc2nnc(CN3CCCCC3)n2-c2ccc(F)cc2)cc1OC	7	5	-6	-3	6	0	-15	2	12	-13	-7
CCN(CCCn1c(=S)[nH]c2ccc(N3CCOCC3)cc2c1=O)c1ccccc1	11	29	-2	-5	-21	-5	-5	1	14	7	-3
C=CCCC(=O)NC1CCCc2c1cnn2-c1ccccc1F (configuration not stated)	24	13	22	6	-12	6	10	1	8	-4	-20
Cc1nnc(SCC(=O)NC2CCCc3c2cnn3-c2ccccc2F)o1 (configuration not stated)	13	4	9	-9	-13	-3	-4	0	-4	-1	-3
O=C(NNC(=O)C1CC1)c1cccc([N+](=O)[O-])c1	-6	17	-9	-5	3	12	3	/	-3	-24	/
O=C(NN1C(=O)C2C(C1=O)C1C=CC2C12CC2)c1ccccc1Cl (configuration not stated)	0	6	/	4	-5	-1	-2	-1	2	-7	-5
NC(=O)c1nsc(C(=O)N(Cc2cccnc2)C(C(=O)NCc2ccc(F)cc2)c2ccc(O)cc2)c1N (configuration not stated)	9	13	-2	51*	-17	2	8	-1	0	7	-4
O=C(O)c1sccc1S(=O)(=O)N1CCOCC1	2	7	-15	19	-11	1	5	-2	-3	3	-2
COC(=O)c1ccc(NC(=O)C(=O)c2cn(CC(=O)N3CCOCC3)c3ccccc23)cc1	-2	-8	22	5	-11	-11	-1	-3	11	24	-4
COc1ccc(OC)c(S(=O)(=O)N2CCCC(C(=O)NCc3cccnc3)C2)c1 (configuration not stated)	1	14	-4	60*	4	7	-11	0	8	-13	-3
COc1ccc(N(C)S(=O)(=O)c2cccc(C(=O)OCC(=O)NCc3ccccc3OC)c2)cc1	0	24	12	0	-28	0	4	2	15	10	1
CCOC(=O)N1CCN(CC(=O)Nc2cc(OC)c(OC)cc2C#N)CC1	7	9	19	5	-5	2	5	-5	17	5	-6
CC(C)(C)c1ccc(C(=O)N/N=C2\C3CN4CCN(C3)CC2(c2ccccc2)C4)cc1	-3	13	-1	/	-3	9	0	2	3	-4	-5
CCSc1nc(O)c(C(c2cccc(OC)c2)c2c(O)nc(SCC)[nH]c2=O)c(=O)[nH]1	-8	4	-145	-2	-29	2	3	-4	10	-9	-4
CC(=O)N1CCOc2ccc(S(=O)(=O)NCCc3cccc(C)c3)cc21	-13	5	16	0	19	-1	-4	-3	-6	20	-2
CN(C(=O)C12CC3CC(CC(C3)C1)C2)C1CCS(=O)(=O)C1 (configuration not stated)	9	10	8	1	-7	1	3	4	7	-8	-5
COc1ccc2cc(CN(CC3COCCO3)S(=O)(=O)c3ccccc3)c(=O)[nH]c2c1 (configuration not stated)	-4	-30	11	-4	-5	-5	2	/	7	8	-3
CC[C@]1(C(=O)OC)[C@H]2C(=O)N(Cc3ccccc3)C(=O)[C@H]2[C@H]2CN=C(SCc3ccc(C#N)cc3)N21	-8	12	25	-3	-9	13	5	/	-7	-1	-5
Cc1oc(-c2cccc(Br)c2)[n+]([O-])c1C	-6	-3	17	1	-7	15	2	0	-4	-6	-1
CC(C)CN(CC(C)C)C(=O)CN1c2cccc3cccc(c23)S1(=O)=O	7	12	6	/	1	6	-1	-1	27	4	-2
O=S(=O)(CCCc1ccccc1)c1ncn[nH]1	2	7	-6	11	11	-10	0	-1	0	18	-6
Cn1c(SCC(=O)Nc2nc(C(C)(C)C)cs2)nnc1C1CC1	10	14	21	-10	-2	0	-1	0	15	0	-1
COc1ccccc1CN1CC(C(=O)NCc2nc3ccccc3n2C)CCC1=O (configuration not stated)	8	12	5	1	-23	3	0	/	6	12	/
CC(C)(C)[C@@H]1COC(=O)[C@@H](Cc2ccc(F)cc2)C/C=C\C[C@H](CC(=O)N(CCO)Cc2ccccc2)C(=O)N1	-5	21	1	7	11	24	9	/	27	-14	-10
O=C(C1=C[C@H](C2CC2)C[C@H](OCCCCO)O1)N1CCN(Cc2ccccc2)CC1	/	2	2	-2	9	-3	-5	3	5	-4	-10
(list continues)
SMILES	MITF TRPM1 inh	HIF-2a inh	Shn3 inh set2	Vif inh	NR2E3 ag-1	KKLEB tox	PDI inh	NR2E3 ag-2	Peg3 promoter	CF NFkB block	CaV13 ICDI inh
CCNc1c(NCC)c(=O)c1=O	-12	10	4	27	1	12	-1	0	-10	-29	-3
COc1cccc(OCCSc2nc(N)cc(N)n2)c1	-19	-169	9	-11	-91	-2	-21	1	-178	22	/
O=C(NC1CCCCC1)n1c(=O)oc2cc(S(=O)(=O)N3CCCCC3)ccc21	-8	-81	5	-2	-2	3	2	0	-44	-12	-5
O=C(Nc1nnc(SCc2ccccc2)s1)c1ccco1	-11	-105	-2	-4	-84	4	4	3	-52	3	-4

No enrichment for hits; about 3.3% have a hit in one of these screens.
